VIM-2 inhibitor = inhibitors of Pseudomonas aeruginosa VIM-2 metallo-beta-lactamase; purified VIM-2, nitrocefin hydrolysis, epi-absorbance fluorescence; inhibition, % at 5.6 µM; hit rate 0.89% among 290,000; AID 1527;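 active = inhibition above the mean of all tested compounds plus 3 SD, cutoff set per screening run, cut at about 7.5% in these data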;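 also: red hydrolysis product quenches plate fluorescence so inhibitors raise well fluorescence; 0% = enzyme with DMSO and 100% = DMSO without enzyme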
PHOSPHO1 block = inhibitors of human PHOSPHO1 phosphatase; hit rate 1.1% among 290,000; recombinant PHOSPHO1, absorbance phosphatase assay; inhibition, % at 13.3 µM; Q8TCT1; AID 1565; in the data active = inhibition above about 60%
Target sequence (Q8TCT1 whole entry, looked up): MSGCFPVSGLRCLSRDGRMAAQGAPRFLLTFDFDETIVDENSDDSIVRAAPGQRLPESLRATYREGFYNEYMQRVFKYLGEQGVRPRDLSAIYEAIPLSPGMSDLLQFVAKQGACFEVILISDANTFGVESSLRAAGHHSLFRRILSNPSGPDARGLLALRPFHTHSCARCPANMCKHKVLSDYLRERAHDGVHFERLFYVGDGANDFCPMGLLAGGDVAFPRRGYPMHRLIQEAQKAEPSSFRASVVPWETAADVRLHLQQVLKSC
IDE cell activ = activators of human insulin-degrading enzyme in cells. activation, % at 5.96 µM. AID 493087. hit rate 0.073% among 340,000. HEK cells, FAbeta-B cleavage, fluorescence polarization; 0% vehicle, 100% cell-free pure enzyme wells;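 active = activation above the mean of all tested compounds plus 3 SD, set per screening campaign, cut at about 17% in these data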
MEKK3 PB1 HTS = raises or lowers MEK5 binding to the human MEKK3 PB1 domain; Q99759; bead-based flow cytometry, Alexa488-MEK5 binding to MEKK3; actives lie on both sides; 0 = blocked by unlabeled MEK5, 100 = vehicle; binding response (% of control), % at 10 µM; hit rate 1.4% among 290,000; AID 1529;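 active = binding response more than 3 SD above or below the average of its plate-row segment, actives on both sides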;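 also: Alexa488 bead fluorescence after subtracting the streptavidin-only scavenger bead signal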
Target sequence (Q99759 whole entry, looked up, the tested form may be a part): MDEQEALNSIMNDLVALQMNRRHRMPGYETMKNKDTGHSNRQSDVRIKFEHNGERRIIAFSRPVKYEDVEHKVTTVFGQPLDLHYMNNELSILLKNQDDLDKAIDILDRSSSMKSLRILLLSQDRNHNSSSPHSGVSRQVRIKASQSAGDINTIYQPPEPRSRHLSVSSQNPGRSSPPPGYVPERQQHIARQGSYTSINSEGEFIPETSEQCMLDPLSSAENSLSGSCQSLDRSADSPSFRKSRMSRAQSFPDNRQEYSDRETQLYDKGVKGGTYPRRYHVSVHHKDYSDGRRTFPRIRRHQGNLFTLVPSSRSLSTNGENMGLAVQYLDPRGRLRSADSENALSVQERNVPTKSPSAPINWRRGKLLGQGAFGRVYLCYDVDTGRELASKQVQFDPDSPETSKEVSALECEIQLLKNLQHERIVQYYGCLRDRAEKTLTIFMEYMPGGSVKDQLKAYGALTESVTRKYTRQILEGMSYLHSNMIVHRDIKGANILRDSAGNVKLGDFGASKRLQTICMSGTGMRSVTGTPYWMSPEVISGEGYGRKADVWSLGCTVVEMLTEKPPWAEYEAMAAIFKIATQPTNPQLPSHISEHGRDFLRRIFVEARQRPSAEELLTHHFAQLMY
IMP-1 inh = blocks Pseudomonas aeruginosa IMP-1 metallo-beta-lactamase | purified IMP-1, nitrocefin hydrolysis, epi-absorbance fluorescence | inhibition, % at 5.6 µM | hit rate 0.45% among 290,000;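 active = inhibition above the mean plus 3 SD of all compounds in the same screening run, cut at about 4.5% in these data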;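 also: 0% = IMP-1 with DMSO and 100% = DMSO wells lacking enzyme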
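Assay system: purified recombinant IMP-1 beta-lactamase. Input: IMP-1 0.2 nM before substrate addition. Buffer or medium: Zinc- and detergent-supplemented HEPES buffer, pH 7.1. Schedule: 25 °C, 15 min preincubation, 25 min reaction. Signal: Epi-absorbance fluorescence, 480 nm excitation, 530 nm emission. Evaluation: percent inhibition from optical density relative to buffer-blank wells.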
UBC9 SUMO inh = inhibitors of human SUMOylation (UBC9); P63279; HTRF SUMOylation assay, SAE1/SAE2 + UBC9, in vitro; inhibition, % at 35 µM; hit rate 0.36% among 290,000; AID 2006; in the data active = inhibition above about 50%, passing the limit was not always enough; also: strong numbers were not always called active
Target sequence (P63279 whole entry, looked up): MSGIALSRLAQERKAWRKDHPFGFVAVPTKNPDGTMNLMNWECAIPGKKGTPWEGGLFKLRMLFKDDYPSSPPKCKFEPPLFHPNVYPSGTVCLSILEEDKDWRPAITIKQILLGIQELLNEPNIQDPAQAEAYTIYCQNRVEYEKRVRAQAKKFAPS
pCIP destab = lowers stability of the mouse p/CIP coactivator protein | Q05BA5 | AID 1984 | hit rate 0.01% among 290,000 | F442A p/CIP-EGFP cells, EGFP fluorescence, 16 h | decrease of EGFP signal, % at 10 µM;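 active = EGFP signal decrease of at least 30% at 10 µM or well 3 SD below plate mean, unless failing retest; inactive = the rest, including hits failing retest or dose response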; also: some compounds called inactive have numbers as strong as hits; many of its hits are not listed in these tables
NS3 helicase inh = blocks Hepatitis C virus NS3 helicase unwinding; NS3 helicase DNA unwinding, Cy5 molecular beacon fluorescence; inhibition, % at 10.9 µM; hit rate 0.56% among 290,000; AID 1800;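 active = inhibition above the mean of all tested compounds plus 3 SD, set per campaign, cut at about 35% in these data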;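 also: 0% = DMSO wells and 100% = thioflavine S control wells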
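System: Hepatitis C virus NS3 helicase domain fragment enzyme | Reagent: Annealed dual-labelled DNA beacon duplex, ATP-started | Compound dosing: 10.9 µM single point, 0.8% DMSO | Incubation: 1 h reaction at 25 °C, ATP-initiated | Technique: Cy5 fluorescence | Evaluation: Percent inhibition from t60/t0 fluorescence ratio | Benchmarks: Low DMSO, high thioflavine S at 110 µM | Replication: Singlicate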
FID counter = fluorescent intercalator displacement, NS3 helicase counter-screen; DNA fluorescent intercalator displacement, fluorescence; inhibition, % at 7.9 µM; hit rate 0.17% among 290,000; AID 1845; in the data active = inhibition above about 37%;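 also: 0% = vehicle and 100% = reference compound; higher means more ethidium bromide displaced from hairpin DNA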
Active calls of the source: *; . = no result given; [ ] = remark or other dose. These rows are one share of the data. The share of hits here may be higher or lower than overall.

SMILES	VIM-2 inhibitor	PHOSPHO1 block	IDE cell activ	MEKK3 PB1 HTS	IMP-1 inh	UBC9 SUMO inh	pCIP destab	NS3 helicase inh	FID counter
CCOc1ccccc1N1CCN(C(=O)c2cc(-c3cc(OC)ccc3OC)nc3ccccc23)CC1	0.3	38	3	100	0.7	6	56	-21	-55
O=C(Nc1ccc2c(c1)nc1n2CCOC1)c1ccco1	-4.2	14	0	110	-2.5	0	-20	1	2
NS(=O)(=O)c1ccc(NN=C2CCN(Cc3ccccc3)CC2)c([N+](=O)[O-])c1	-4.1	10	5	98	-1.6	-4	-21	0	1
CC(C)(C)c1ccc(C(=O)NCC(=O)OCc2ccc([N+](=O)[O-])cc2)cc1	-3.1	-11	-6	101	-3.2	-11	1	6	-1
Cc1cccn2c(CN(C)CC3Cc4ccccc4O3)c(C(=O)N3CCCCC3)nc12 (stereo unspecified)	-4.6	-6	-6	100	-2.4	2	-12	-6	-22
Cc1cccn2c(=O)c3cc(C#N)c(=N)n(CCCN4CCOCC4)c3nc12	-2.6	.	4	103	-4.1	.	.	-2	4
O=C(c1cccnc1)N1CCN(Cc2ccccc2Br)CC1	-3.5	45	2	100	-3.6	6	-12	8	-6
O=C1/C(=C\c2ccc(O)cc2)SC(=S)N1/N=C/c1ccc(O)cc1	-2.8	8	-160	101	-3.0	13	-104	3	-3
CC(C)c1nnc(NC(=O)CCC(=O)N2CCC(Cc3ccccc3)CC2)s1	-1.9	44	2	103	-4.6	-4	8	-10	-53
N#C/C(=C(/O)c1ccccc1F)c1nc2cc(C(F)(F)F)ccc2s1	-1.5	35	0	104	-1.7	5	0	11	-5
CCC(=O)c1ccc(N2CCN(C(=O)c3ccc(Br)cc3)CC2)c(F)c1	-2.6	3	5	105	-4.0	19	-15	-4	-8
COc1ccc(CNC(=O)C2CCN(c3nc(OC)nc(OC)n3)CC2)cc1	-1.1	50	-3	.	-1.4	4	-9	1	-8
CC(=O)Nc1ccc(NC(=O)COc2ccccc2C(=O)Nc2cccc(Cl)c2Cl)cc1	-3.1	0	6	184*	-4.2	8	9	4	0
O=C(CNC(=O)Cc1ccccc1)NCC(=O)OCC(=O)c1ccccc1Cl	-1.6	27	-1	102	-3.5	-29	2	2	-3
CC(C)(C)C(=O)Nc1nc2ccc(S(C)(=O)=O)cc2s1	-0.9	-9	-2	96	-3.1	2	1	-2	1

In the list so far, these have a cyano group.
SMILES	VIM-2 inhibitor	PHOSPHO1 block	IDE cell activ	MEKK3 PB1 HTS	IMP-1 inh	UBC9 SUMO inh	pCIP destab	NS3 helicase inh	FID counter
Cc1cccn2c(=O)c3cc(C#N)c(=N)n(CCCN4CCOCC4)c3nc12	-2.6	.	4	103	-4.1	.	.	-2	4
N#C/C(=C(/O)c1ccccc1F)c1nc2cc(C(F)(F)F)ccc2s1	-1.5	35	0	104	-1.7	5	0	11	-5

The list goes on:
SMILES	VIM-2 inhibitor	PHOSPHO1 block	IDE cell activ	MEKK3 PB1 HTS	IMP-1 inh	UBC9 SUMO inh	pCIP destab	NS3 helicase inh	FID counter
O=C(Cn1cnc2c(nnn2-c2ccc(F)cc2)c1=O)NCc1ccco1	0.3	-18	5	100	-0.6	-1	8	-3	1
N#Cc1cc2c(=O)n3ccccc3nc2n(Cc2cccnc2)c1=N	2.3	.	.	.	-0.8	.	.	0	7
Cc1ccc(Nc2nc(Cl)nc(N(C)C#N)n2)cc1	-0.9	44	0	100	-2.2	20	-10	-7	-9
COc1cccc(NC(C)(C)c2nnnn2-c2c(C)cccc2C)c1	-2.9	32	.	93	-2.9	-10	-8	12	-28
CCOC(=O)c1ccc(NC(=O)CSc2nnc(CCc3ccc(C)o3)n2-c2ccccc2)cc1	-1.1	16	-9	103	-1.1	36	-5	7	-22
C=CCn1c(N)c(C(=O)OC(C)(C)C)c2nc3ccccc3nc21	-2.2	16	0	.	-2.1	98*	-14	-3	-14
Cc1ccccc1Nc1nnc(SCC(=O)NC2CCCc3ccccc32)s1 (stereo unspecified)	0.9	6	0	94	0.3	-6	7	3	-34
Cc1ccc(C)n1-n1cnc2sc3c(c2c1=O)CCCCC3	-2.7	6	2	80	-3.1	20	-2	7	-11
O=C(O)c1cc(-c2ccc(/C=C3\NC(=O)N(c4ccccc4)C3=O)o2)ccc1Cl	-2.1	67*	5	97	-0.8	20	-4	17	-14
O=C(CNCCO)Nc1ccc(F)c(Cl)c1	0.5	28	-2	94	-1.5	4	-6	1	-1
CCOC(=O)c1c(C)[nH]c(C(=O)N2CCCC(C(=O)c3ccccc3OC)C2)c1C (stereo unspecified)	-2.6	-4	5	101	-3.3	1	-6	-16	-32
CCOC(=O)C(C)CC(C)C(=O)N1CCOCCN(C(=O)C(C)CC(C)C(=O)OCC)CCOCC1 (stereo unspecified)	1.0	-15	3	111	-1.2	14	1	2	-34
C=C(C)[C@@H]1CCC2(C(=O)O)CC[C@]3(C)[C@H](CC[C@@H]4[C@@]5(C)CCC(=O)C(C)(C)[C@@H]5CC[C@]43C)[C@@H]12 (stereo partly specified)	-2.1	4	3	102	-2.9	2	-4	6	-7
Cc1ccccc1C(=O)N1CCCC(N2CCN(Cc3ccc4c(c3)OCO4)CC2)C1 (stereo unspecified)	-0.9	32	0	100	-0.9	-1	-11	6	3
CCN1CCN(C(CNS(=O)(=O)c2ccc(C)cc2)c2cccnc2)CC1 (stereo unspecified)	1.4	13	7	99	-2.6	10	0	0	3
Cc1ccc2nc(/C(C#N)=C/c3ccc(O)c(O)c3)[nH]c2c1	-2.9	.	-62	110	-1.3	-4	-125	24	-3
C/C=C/c1ccc(OCC(O)CN2CCCCC2CC)c(OC)c1 (stereo unspecified)	-0.6	24	3	103	-1.6	4	6	-1	9
Cc1nc2ccc(Cl)cc2c(-c2ccccc2)c1C(=O)N(C)C	-0.4	28	0	107	-2.0	7	2	-9	-23
CN(C(=O)c1ccnn1C)C1CCCN(Cc2ccccc2F)C1 (stereo unspecified)	-0.3	31	-2	105	-0.7	10	-4	-5	-7
COc1ccccc1NC(=S)N1CC(C)OC(C)C1 (stereo unspecified)	0.8	26	6	86	-0.8	19	-6	-5	-3
Cc1ccc(C(C)C)c(OCc2ccc(-c3nnco3)cc2)c1	-4.0	-3	2	105	-3.0	-14	-13	-3	-7
Cc1ncc(C[n+]2csc(CCOC(=O)CC34CC5CC(CC(C5)C3)C4)c2C)c(N)n1	-3.5	-24	-4	101	-1.8	-5	2	-9	12
Cc1nc2c(-c3ccc(F)cc3)c(C)nn2c(C)c1CCC(=O)Nc1ccccc1F	0.4	44	2	45*[inhibitor]	1.2	-5	5	0	-3
O=C1C(=O)N(O)C2CCCCC2N1O (stereo unspecified)	13*	3	0	94	-3.0	-12	5	1	3
COc1ccccc1CNC(=O)CSc1ccc(-c2cccs2)nn1	0.0	-12	5	103	-2.5	21	0	2	-16
COC(=O)c1cc(Cl)c(NC(=O)C(C)C)cc1OC	-2.8	38	2	102	-2.0	-11	-12	6	-3
CC(Oc1ccc2ccccc2c1)C(=O)NNC(=O)Nc1ccccc1 (stereo unspecified)	-3.4	-13	-3	101	-3.0	20	0	-3	-25
O=C(C1CC1)N1c2ccccc2Sc2ccccc21	-1.6	29	2	105	-4.6	15	-8	-8	-16
CCOC(=O)c1c(C)nc(C)c(C(=O)OCC)c1-c1ccco1	-2.0	12	-2	106	-1.8	8	-6	7	-16
O=C(N=Nc1c(O)[nH]c2ccc(F)cc12)C1COc2ccccc2O1 (stereo unspecified)	-2.6	36	4	84	-2.8	8	-11	7	1
O=C(NCCc1ccccc1)c1cnn2c(C(F)F)cc(C3CC3)nc12	0.2	-25	0	109	-2.6	25	-17	-7	-36
O=C(c1ccc(C(F)(F)F)cc1)n1ccc(-c2cccs2)n1	-0.9	-1	2	105	-3.2	7	-6	-3	3
CCOc1ccc(N(CC(=O)NC2CCCC2)S(=O)(=O)c2c(C)noc2C)cc1	-2.1	0	4	103	-5.2	11	-16	2	-16
Cc1nc2ccccn2c1C(=O)OCC#N	0.9	20	4	101	0.6	11	-7	-4	-1
COc1ccccc1C(=O)/C=C/c1ccc(N2CCCCC2)c([N+](=O)[O-])c1	-1.9	-28	-4	100	-1.7	-8	-5	-8	-9
O=C(Cc1c(F)cccc1Cl)N1CCN(C(=O)c2ccco2)CC1	-0.8	15	4	103	-0.2	2	-5	-4	-3
Cn1c(Cn2c(=O)sc3ccccc32)nnc1SCC(=O)NCc1ccc(F)cc1	-2.0	10	4	98	-2.9	4	-9	12	0
Cc1ccc(F)c([C@H]2C3C=CCC(c4ccccc4)C3C(=O)N2Cc2ccccc2)c1 (stereo partly specified)	.	40	-5	93	.	5	-10	.	.
Cc1cccc(NC(=O)CCc2c(C)nn(-c3ccc(N4CCOCC4)nn3)c2C)c1	-2.6	16	2	98	-3.1	19	-16	3	-45
C=CCc1ccccc1OCCCCN1CCCC1	-0.5	11	-8	96	-1.5	11	-19	-26	9
O=[N+]([O-])c1ccc(-c2csc(Nc3ccccc3)[n+]2Cc2ccccc2)cc1	1.1	-3	-2	89	-0.2	-9	1	12	1
CCC(C)(C(=O)NC1CCCCC1)N(C(=O)C1CCC(=O)N1)c1ccccc1 (stereo unspecified)	-2.8	0	9	100	-3.3	1	-4	-6	-8
COc1cc(Cl)c(C)cc1NC(=O)COc1cc(C)nc(C(C)C)n1	-0.9	-11	6	95	-3.6	-6	-2	-11	-20
N#CCSc1nc2ccccc2c(=O)n1CCC(=O)NCCc1ccccc1	-1.1	10	5	93	0.3	23	-1	0	-2
COc1cc(NC(=O)c2cc3nc(C)cc(C)n3n2)c(OC)cc1Cl	-2.0	36	-1	98	-0.9	-2	-4	2	-11
O=C1C2C3C=CC(C4CC34)C2C(=O)N1Cc1ccco1 (stereo unspecified)	-1.4	-2	2	96	-2.4	12	-3	2	1
Oc1ccc(Cl)cc1C=Nc1ccc2c3c(cccc13)CC2	-1.2	1	-3	96	-0.3	57*	-4	25	-6
CCOc1ccc(N(C(=O)c2cc3ccccc3oc2=O)C2C=CS(=O)(=O)C2)cc1 (stereo unspecified)	0.9	32	6	124	-1.4	9	-1	-11	-14
Cc1ccc(N(C)S(=O)(=O)c2c(C)noc2/C=C/N(C)C)cc1	-1.2	22	1	97	-1.3	18	2	8	-23
COc1cc(/C=N/NC2=NS(=O)(=O)c3ccccc32)ccc1OC(C)=O	-1.1	-14	-4	104	-4.6	2	2	17	-9
COC(=O)C(CC(C)C)NC(=O)c1ccc(F)cc1 (stereo unspecified)	-0.5	6	6	109	-3.1	-23	-11	6	1
CCCCC1NC(C(=O)O)CS1 (stereo unspecified)	-1.9	-5	7	96	-0.7	7	-8	22	-13
COc1ccc(NC2=Nc3ccccc3CC2)cc1	1.1	-37	-2	103	0.1	26	-8	-8	1
CCn1c(SCC(=O)Nc2cccc(C)c2)nc2ccccc2c1=O	1.2	14	4	100	1.3	12	-3	-13	-26
